Source: PubChem BioAssay (National Center for Advancing Translational Sciences (NCATS))
CXXC DNA block – qHTS Fluorescence Polarization Assay for Inhibitors of MLL CXXC domain - DNA interaction | Histone-lysine N-methyltransferase 2A (Homo sapiens), Q03164 | MLL-CXXC / FITC-HOXA9 DNA fluorescence polarization | Potency, µM (doses to about 115 µM), without a hit: top-dose activity change, negative = inhibition, most hits filed as inhibitors | 290,000 compounds, 0.037% hits | AID 2662, 2010; active means well fitted inhibition curve with a large enough effect in the polarisation, with a control signal flat, not every such curve was filed as active; inconclusive means small, poorly fitted or top-dose-only effect, or effect the other way, or a change in a side signal; inactive means no such curve, though single readings can be large or run the other way; the % refers to the polarisation; further: potency means the concentration at half of the fitted maximal effect
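Fluorescence polarization: 7 uM MLL-CXXC (stock) preincubated 5 min with compounds, then 50 nM fluorescein-HOX-A9 DNA (stock) added; 30 min ambient. Buffer 50 mM Tris-HCl pH 7.5, 50 mM NaCl, 1 mM DTT, 0.05% BSA.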
B2AR arrestin – qHTS assay of beta-arrestin-biased ligands of beta2-adrenergic receptor. beta-arrestin recruitment to beta2AR, cell-based reporter. 330,000 compounds, 0.02% hits. Potency, µM (top dose mostly 46.1 µM), inactives show at the highest dose activation, hits mostly activators. Beta-2 adrenergic receptor (Homo sapiens), P07550;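 further: potency means the concentration at half of the fitted maximal effect; 0% = DMSO controls and full agonism = EC100 isoproterenol or metaproterenol; nearly all actives have a fitted effect of over 65% in size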
p53 reactivator – qHTS assay for re-activators of p53 using a Luc reporter; H1299 p53-A138V BP100-luciferase reporter, luminescence, 24 h; Potency, µM (titrated, usually from 92.2 µM), for the others: top-dose activity change, positive = activation, actives largely listed as activators; 320,000 compounds, 0.063% hits; AID 504706, 2011; further: potency means the concentration at half of the fitted maximal effect; % of control where 0% means no effect; nearly all actives have a fitted effect of over 45% in size
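p53-null H1299 cells stably carrying temperature-sensitive p53-A138V and a BP100-luciferase reporter were pinned with compounds (4-point, 1:5 series) and held 24 hrs at 37 deg C. Luminescence was read 10 min after detection reagent.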
BRCA1 expr act – qHTS Assay to Identify Small Molecule Activators of BRCA1 Expression | MCF7-BRCA1-FFLuc reporter, luminescence, 48 h; response scale: scaled: vehicle 0%, 10 µM genistein 100% | Potency, µM (doses to about 46.1 µM), without a hit: at the highest dose activation, actives largely listed as activators | 380,000 compounds, 1.1% hits; further: potency means the concentration at half of the fitted maximal effect; nearly all actives have a fitted effect of over 80% in size; some results filed as inactive show a strong effect at the top dose
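Using MCF7 cells harboring a BRCA1 firefly luciferase reporter, plated 2 h before compound pinning, the screen measured luminescence after 48 h incubation. Responses were normalized to DMSO and 10 microM genistein, then fitted for concentration-effect.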
TCR activator – Activators of T cell receptors: qHTS campaign. primary human leukocytes, anti-CD3, IL-2 HTRF, 48 h. Potency, µM (top dose mostly 9.22 µM), for the others: top-dose activation of IL-2 secretion, actives largely listed as activators. 330,000 tested, under 10 active; further: % of control where 0% means no effect
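1) Mix primary human leukocytes, a-CD3 beads and compound. 2) Incubate 48 hr. 3) Add HTRF IL-2 reagents (a-IL-2-K, a-IL-2-d2).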
TSG101-PTAP inh – qHTS Assay for Iinhibitors of HIV-1 Budding by Blocking the Interaction of PTAP/TSG101 | Fluorescence polarization, FITC-PTAP peptide / Tsg101 binding | Potency, µM (series often up to 115 µM), for inactives: at the top dose activity change, negative = inhibition, actives largely listed as inhibitors | 340,000 tested, under 10 active | Tumor susceptibility gene 101 protein (Homo sapiens), Q99816; active means well fitted inhibition curve with a large enough effect in the main read-out, with a control signal flat, not every such curve was filed as active; inconclusive means small, poorly fitted or top-dose-only effect, or effect the other way, or a change in a side signal; inactive means no such curve, though single readings can be large or run the other way; further: potency means the concentration at half of the fitted maximal effect; % of control where 0% means no effect
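Fluorescence polarization binding of Tsg101 binding domain (10 uM final) to FITC-labeled PTAP peptide (50 nM final) in HEPES pH 7.5 buffer with NaCl, Tween 20, EDTA, TCEP. Compounds added before peptide; binding 20 min at RT.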
TRPV1 ag – HTS Assay for Compounds that Act as Agonists of the Vanilloid Receptor 1; TRPV1-expressing cells, Fluo-8 calcium influx, agonist mode; Transient receptor potential cation channel subfamily V member 1 (Homo sapiens), Q8NER1; activation, % at 8.33 µM; 320,000 compounds, 0.19% hits; in the data active means activation above about 80%; inconclusive means between about 30% and that limit; further: 0% is about no effect
Target sequence (Q8NER1 whole entry, looked up): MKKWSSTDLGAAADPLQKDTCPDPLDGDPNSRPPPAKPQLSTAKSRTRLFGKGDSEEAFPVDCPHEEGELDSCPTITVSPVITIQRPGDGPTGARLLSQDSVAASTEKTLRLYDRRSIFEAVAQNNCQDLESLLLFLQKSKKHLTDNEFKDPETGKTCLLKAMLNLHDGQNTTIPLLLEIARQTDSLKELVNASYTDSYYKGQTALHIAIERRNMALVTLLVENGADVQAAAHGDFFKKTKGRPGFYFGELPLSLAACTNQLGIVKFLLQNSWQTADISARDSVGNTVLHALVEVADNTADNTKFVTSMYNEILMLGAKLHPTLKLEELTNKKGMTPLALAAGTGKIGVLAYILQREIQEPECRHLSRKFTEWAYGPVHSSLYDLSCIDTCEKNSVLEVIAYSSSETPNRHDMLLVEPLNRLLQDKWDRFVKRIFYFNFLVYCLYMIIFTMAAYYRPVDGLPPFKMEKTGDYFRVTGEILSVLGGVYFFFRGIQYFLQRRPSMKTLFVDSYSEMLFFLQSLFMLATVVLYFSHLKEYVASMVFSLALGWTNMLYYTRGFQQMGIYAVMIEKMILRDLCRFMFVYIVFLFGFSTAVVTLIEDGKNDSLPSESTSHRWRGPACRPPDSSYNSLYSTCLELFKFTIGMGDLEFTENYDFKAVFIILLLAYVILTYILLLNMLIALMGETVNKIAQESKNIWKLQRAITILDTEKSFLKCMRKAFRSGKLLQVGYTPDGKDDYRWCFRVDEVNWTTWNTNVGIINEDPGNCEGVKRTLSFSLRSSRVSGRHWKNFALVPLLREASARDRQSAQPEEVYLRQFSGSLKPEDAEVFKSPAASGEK
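TRPV1-expressing cells were cultured overnight at 35.5C and loaded with Fluo-8 calcium dye for 40 to 90 min at room temperature. After a 10 s baseline, compound was added and calcium influx was read kinetically for 3 min (ex 480/em 520 nm).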
A-T KAP1 phos – qHTS Assay for Identifying a Potential Treatment of Ataxia-Telangiectasia | Potency, µM (doses to about 57.5 µM), for inactives: at the highest dose activation, hits mostly activators | […] A-T fibroblasts, KAP-1 phosphorylation AlphaLISA; neocarzinostatin DNA damage 30 min before lysis | 320,000 compounds, 0.19% hits; further: potency means the concentration at half of the fitted maximal effect; % of control where 0% means no effect; nearly all actives have a fitted effect of over 45% in size
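hTERT-immortalized A-T patient fibroblasts ([…]), 500 cells/well in OPTI-MEM, 1% FBS, got compounds for 60 min, then NCS for 30 min at 37C. Lysates were then assayed for phospho-KAP-1 by AlphaLISA (anti-pKAP1 donor, anti-KAP1 acceptor beads), 6 hr at 25C.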
a7 integrin act – qHTS for Activators of Integrin-Mediated Alleviation for Muscular Dystrophy; Potency, µM (series often up to 38.3 µM), without a hit: top-dose activation, hits mostly activators; alpha7betagal myoblasts, beta-gal FDG fluorescence, 48 h; AID 624291, 2012; 350,000 compounds, 0.064% hits;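 further: potency means the concentration at half of the fitted maximal effect; 100% = response of the positive control SU9516; nearly all actives have a fitted effect of over 60% in size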
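Alpha7betagal+/- myoblasts (passage 13) were plated 16-24 hr, then exposed to compounds (1:260 dilution of DMSO stock) for 48 hours at 37C. After MPER lysis, β-galactosidase reporter activity was read as FDG fluorescence (ex 480/em 540) after 30 minutes.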
ELG1 DNA repair – qHTS screen for small molecules that inhibit ELG1-dependent DNA repair in human embryonic kidney (HEK293T) cells expressing luciferase-tagged ELG1. HEK293T ELG1-luciferase reporter, luminescence, 16 h; DNA damage induced by 5-fluorouridine. Potency, µM (top dose mostly 46.1 µM), without a hit: top-dose activity change, negative = inhibition, usual class: inhibitors. 330,000 compounds, 2.3% hits. AID 504467, 2011; further: potency means the concentration at half of the fitted maximal effect; on the % scale 0 is the no-effect control and ±100 the full control effect; nearly all actives have a fitted effect of over 55% in size
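In this reporter screen, reduction of luminescence relative to DMSO vehicle indicated activity. Compounds and 5-fluorouridine were added together to 2,000 cells per well, incubated for 16 hr at 37 °C, then developed with ONE-Glo.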
The depositor's hits bear a star; ? = inconclusive; nt = no result given; [ ] = dose if it differs, or a comment. Unless noted, the call rests on the fitted dose curve; in most records, active means well fitted curve in the direction sought with a large enough effect; inconclusive means small, poorly fitted or top-dose-only effect, or another doubt; inactive means no such curve, though single readings can be large; an effect the other way counts as inactive or inconclusive.

Each structure is followed by: CXXC DNA block | B2AR arrestin | p53 reactivator | BRCA1 expr act | TCR activator | TSG101-PTAP inh | TRPV1 ag | A-T KAP1 phos | a7 integrin act | ELG1 DNA repair
COc1ccc(NC(=O)C2CCN(c3ncnc4c3nc3n4CCCCC3)CC2)c(OC)c1
→ 3% | -0.5% | 16% | 8% | 0% | -1% | -1 | -12% | 3% | 4.6µM*
O=C(NNc1ccccc1Br)C(=O)n1ccc2ccccc21
→ -5% | -0.3% | 4% | -4% | 2%[46.1 µM] | 0% | 2 | -3% | -10% | 3%
CCOC(=O)c1c(CN2CCOCC2)n(-c2ccccc2)c2ccc(O)cc12
→ 1% | -0.1% | -6% | -38% | 0% | -3% | 30 | -1% | 14% | ?
CCCc1nnc(NC(=O)CCC(=O)Nc2ccc(F)cc2)s1
→ 3% | -1.0% | -2% | 0% | -4% | -8% | 0 | 0% | 2% | -2%
O=C(Nc1ccccc1)Nc1ccc(O)c2ccccc12
→ nt | nt | nt | -51% | 3% | -4% | nt | nt | 11% | nt
CCOc1ccc(C(=O)NCc2ccco2)cc1
→ 7% | -0.1% | 9% | 62% | -11% | 1% | 4 | 0% | -22% | ?
CC1(C)CC(=O)C=C(Nc2ccc(Br)cn2)C1
→ 3% | 0.3% | 5% | 7% | 0% | -9% | 0 | -21% | 4% | -1%
Nc1ncc2c(n1)-c1ccccc1CC2
→ -8% | -0.2% | 5% | 81% | -2% | -2% | -3 | 2% | 22% | 6%
COc1ccc(-c2ccc3c(c2)S(=O)(=O)c2cccc(C(=O)NCc4cc(C)oc4C(F)(F)F)c2C3=O)cc1OC
→ nt | 0.4% | 5% | -16% | 3% | 5% | nt | 5% | -8% | ?
COC(=O)C1C(=O)C2=C(CC1C)NC(=O)CC2c1cccc(C)c1 (centres undefined)
→ 6% | 0.4% | -5% | -14% | 0% | -3% | 0 | 11% | 8% | -4%
COc1cc(CN(C)CC2CCCN(CCc3ccccc3F)C2)cc(Cl)c1OC (centres undefined)
→ -6% | -0.4% | ? | -22% | 6% | -1% | 4 | 2% | -13% | -10%
O=C(CCc1nc(-c2ccccc2)no1)N1CCCC1
→ -17% | 0.0% | ? | ? | 1% | 1% | 12 | 3% | 6% | ?
O=C(CSc1ncn[nH]1)NC1CC2CCC1C2 (centres undefined)
→ 3% | 0.2% | -9% | -15% | 0% | -5% | 3 | -6% | 3% | 15%
CCCCNCCOCCOc1ccc(C)cc1Br
→ 2% | 0.0% | -3% | -47% | -2%[46.1 µM] | 0% | -2 | -2% | -53%[inhibitor] | -5%
O=c1c2ccc(Cl)cc2nc(-c2cccc(C(F)(F)F)c2)n1O
→ -8% | 0.3% | 26% | -89%[inhibitor] | -21% | -4% | 1 | 2% | -38% | -21%
COc1ccc(NC(=O)[C@@]2(CC(=O)O)CC(/C=C/c3ccccc3)=NO2)cc1
→ 2% | -0.4% | 13% | 0% | 4% | -3% | 3 | -2% | 37% | 2%
CCOC(=O)C(C)/C(C)=N/NC(=O)c1cc2ccccc2cc1O (centres undefined)
→ -3% | -1.2% | 17% | -49% | 0%[46.1 µM] | -2% | -5 | -3% | 0% | -13%
Cc1cc(C(C)(C)C)oc1C(=O)N(CC(=O)NC1CCCC1)Cc1ccccc1
→ 9% | -1.1% | -1% | -42% | 0% | 0% | ? | -1% | -17% | -10%
COC(=O)CN(c1nc(C)c(Br)c(OC)n1)S(=O)(=O)c1ccc(C)cc1
→ 3% | 0.2% | 0% | -40% | -11% | 0% | 3 | 1% | -35% | -24%
O=C(CCN1c2ccccc2Sc2ccccc21)OCc1nnc(-c2ccccc2)o1
→ -2% | 0.5% | -3% | -22% | 3% | -7% | 0 | 7% | 14% | -9%
COc1ccc(C)cc1NC(=O)C1CCCN(S(=O)(=O)c2cccnc2)C1 (centres undefined)
→ 3% | 0.2% | 7% | -53% | -3% | 1% | 1 | 0% | -9% | -1%
CN1CCN(C(=O)c2cc([N+](=O)[O-])ccc2Cl)CC1
→ 0% | -0.3% | nt | 4% | 7% | -2% | -4 | 5% | 18% | 9%
O=C(COC(=O)c1cccc(S(=O)(=O)N2CCCC2)c1)Nc1ccccc1Cl
→ nt | 0.0% | 2% | -3% | 3% | 0% | 15 | -1% | 15% | 2%
COc1cc(N2CCOCC2)ccc1C=C(C#N)C#N
→ -98% | -0.2% | -1% | -13% | 1% | -13% | 2 | -1% | 16% | 3%
COC(=O)CSc1ccc2nnc(CCNS(=O)(=O)c3ccc(C)cc3)n2n1
→ 24% | 0.0% | 5% | 2% | -4% | 1% | -4 | 1% | -7% | 0%
COCCCNC(=O)CN(c1cccc(Cl)c1C)S(C)(=O)=O
→ -5% | -0.6% | 2% | 0% | 4%[46.1 µM] | -9% | -2 | -7% | 3% | -4%
COc1ccc(NC(=O)c2c3c(nc4ccccc24)CCC3)cc1S(=O)(=O)N1CCOCC1
→ -12% | -0.9% | -13% | -4% | 2%[46.1 µM] | -2% | -3 | 0% | -15% | -18%
O=C(CS(=O)(=O)Cc1ccccc1)N1CCc2ccccc2C1
→ -6% | -0.1% | 0% | 32% | 2% | -3% | -1 | -9% | -7% | ?
CC1=NN(c2ccc(C)cc2C)C(=O)C1C(c1ccccc1)C1C(=O)N(c2ccc(C)cc2C)N=C1C (centres undefined)
→ -17% | -2.4% | 2% | -22% | -3% | -3% | -1 | -2% | -10% | -17%
CCOC(=O)C(Oc1ccc2c(-c3ccc(OC)cc3)cc(=O)oc2c1C)c1ccccc1 (centres undefined)
→ 14% | -0.2% | 1% | -19% | 6% | -6% | -4 | 7% | -3%[7.66 µM] | -15%
FC(F)(F)c1cc(-c2cccs2)nc(-n2cc(Cl)cn2)n1
→ 9% | 0.0% | -2% | -29% | 2% | -2% | 25 | -3% | -5% | ?
Cc1noc(C)c1NC(=O)Nc1cccc2c1O[C@H](CN(C)C(=O)Nc1ccccc1)[C@@H](C)CN([C@H](C)CO)C2=O
→ nt | 0.0% | 2% | 0% | -11% | -3% | nt | 1% | -31% | -13%
CC1CCCC(NC(=O)CSc2nnc(C(F)(F)F)n2C)C1C (centres undefined)
→ nt | 0.0% | 17% | 12% | 9% | -2% | 0 | 5% | 1% | 13%
N#CC1(c2nc3ccccc3[nH]2)CC1c1ccc2c(c1)OCO2 (centres undefined)
→ 6% | 0.1% | -2% | -12% | nt | -1% | ? | 0% | 8% | -5%
CCOC(=O)c1cn(CC(=O)Nc2cccc(F)c2)nn1
→ 7% | -0.1% | 0% | -14% | -6% | -4% | -5 | 1% | ? | 9%
O=C(CN1CCN(S(=O)(=O)c2ccc(Cl)cc2)CC1)NC1CC1
→ 5% | -0.8% | 1% | -28% | 1% | -4% | 12 | 7% | 11% | 5%
O=C(CO)N/N=C/c1ccccc1F
→ -1% | -1.1% | 1% | 13% | -6% | 0% | -5 | -4% | -14% | 0%
O=C(O)C1CCCCC1C(=O)N1CCN(S(=O)(=O)c2ccc(F)cc2)CC1 (centres undefined)
→ 2% | -0.3% | 4% | -1% | -13% | -1% | 2 | 17% | 7% | 16%
CC1C(c2ccc3c(c2)OCO3)c2cc3c(cc2OC1N1CCOCC1)OCO3 (centres undefined)
→ nt | nt | nt | -59% | 1% | -10% | nt | nt | 12% | nt
COCCCNC(=S)Nc1ccc(CC(=O)O)cc1
→ -2% | -1.0% | 20% | -8% | -1%[46.1 µM] | 1% | 3 | 9% | 12% | 8%
COc1ccc(COC(=O)NC(C(=O)O)c2ccccc2)cc1 (centres undefined)
→ nt | -0.8% | -5% | 0% | -6% | -4% | 7 | ? | 20% | 1%
O=C(COc1coc(CN2CCN(c3ccccc3)CC2)cc1=O)Nc1ccccc1
→ nt | 0.4% | 8% | -21% | -6% | 0% | 2 | 4% | 18% | 0%
O=C(N/N=C\c1ccccn1)c1ccccc1O
→ 5% | 0.3% | ? | 5% | -4% | -9% | ? | 9% | -65%[inhibitor] | ?
COc1cccc(C2c3c(-c4ccccc4O)n[nH]c3C(=O)N2Cc2ccco2)c1 (centres undefined)
→ 11% | 5.6% | -4% | -33% | 6% | -1% | -3 | -5% | -1% | -7%
NNC(=O)c1sccc1OCc1cccc(C(F)(F)F)c1
→ 1% | -0.2% | 2% | 1% | -2% | -2% | 22 | -7% | 4% | ?
CC(C)C(C)NC(=O)COc1ncnc2sccc12 (centres undefined)
→ 8% | -0.1% | 0% | -10% | 3% | -1% | 3 | 8% | -22% | 9%
